TGFb inhibitor: blocks TGF-b signaling. 410,000 compounds, 1.2% hits. Potency, µM (top dose mostly 46.1 µM), without a hit: top-dose activity, negative = inhibition, hits mostly inhibitors. HepG2 CAGA-GFP TGF-b/SMAD3 reporter, GFP fluorescence, 18 h; TGF-beta stimulated, 500 pg/mL final; also: potency is read from the fitted curve at half-maximal effect; % is scaled to controls: 0 for no effect and ±100 for the full control effect; nearly all actives have a fitted effect of over 65% in size
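Inhibition was scored as loss of TGF-beta-induced (500 pg/mL final, 18 hours, 37 degrees C) GFP in HEPG2 cells carrying a CAGA-GFP reporter, in DMEM with 1% FBS. Well GFP was summed per cell; Activity was normalised to unstimulated and stimulated DMSO wells, then concentration-response fitting.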
Nrf2 activator: activates Nrf2 signaling; AID 624171; 410,000 compounds, 0.31% hits; Potency, µM (doses to about 46.1 µM), for the others: at the top dose activation, actives largely listed as activators; AREc32 ARE-luciferase reporter (MCF7-derived line), luminescence, 24 h; also: potency is read from the fitted curve at half-maximal effect; % of control where 0% means no effect; nearly all actives have a fitted effect of over 65% in size
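For detection, Steady-Glo was added and plates sat 30 min at RT; before that, AREc32_Fluc cells grown overnight in OPTI-MEM/5% FBS had been treated with 23 nL compound for 24 hr at 37 deg C.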
S2 tox: reduces viability in counter-screen for ATXN expression inhibitors; 400,000 compounds, 0.49% hits; S2 cells (HEK-293 line with an ATXN2-luciferase reporter) viability, CellTiter-Fluor protease fluorescence, 24 h; Potency, µM (titrated, usually from 56.7 µM), usual class: cytotoxic; AID 651635; also: potency is read from the fitted curve at half-maximal effect; nearly all actives have a fitted effect of over 40% in size
A549 tox: kills or reduces viability of A549 cells in Nrf2 counter-screen. A549 ARE-Fluc cells, CellTiter-Fluor viability, 18-24 h. Potency, µM (titrated, usually from 46 µM), for the others: at the top dose activity change, negative = cytotoxicity, actives largely listed as inhibitors. 390,000 compounds, 0.16% hits; also: potency is read from the fitted curve at half-maximal effect; % is scaled to controls: 0 for no effect and ±100 for the full control effect
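Cytotoxicity counterscreen: CellTiter-Fluor fluorescence was measured in A549 ARE_Fluc cells after 18-24 h of compound exposure in a concentration series. The subsequent BugLite luminescent read reports ARE-luciferase activity.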
MCF10A rerep: induces DNA re-replication in MCF 10a normal breast cells; MCF 10A DNA re-replication, Hoechst nuclear intensity, 48 h; Potency, µM (highest dose often 46.1 µM), for inactives: at the top dose activity, positive = re-replication, hits mostly activators; 350,000 compounds, 2.9% hits; AID 624296; also: potency is read from the fitted curve at half-maximal effect; % of control where 0% means no effect; nearly all actives have a fitted effect of over 50% in size
HepG2 viability: HepG2 cytotoxicity, counter-screen for TGF-b inhibitors. HepG2 CAGA-GFP viability, ATP luminescence, 18 h. Potency, µM (highest dose often 46.1 µM), for the others: top-dose activity change, negative = cytotoxicity, usual class: cytotoxic. 410,000 compounds, 0.76% hits; also: potency is read from the fitted curve at half-maximal effect; some results filed as inactive show a strong effect at the top dose
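HepG2 CAGA-GFP cells (1000/well, DMEM with 1% FBS) received compound, then TGF-beta at 500 pg/mL final, and were incubated 18 hours at 37 degrees C. Viability was read by CellTiter-Glo luminescence. Media-only wells were set as complete cell-killing and DMSO as no toxicity.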
Nrf2 inh: Nrf2 pathway inhibition; AID 504444; 360,000 compounds, 2.1% hits; Potency, µM (highest dose often 46 µM), for inactives: top-dose activity change, negative = inhibition, actives largely listed as inhibitors; A549 ARE-Fluc reporter, luciferase luminescence, 18-24 h; also: potency is read from the fitted curve at half-maximal effect; % is scaled to controls: 0 for no effect and ±100 for the full control effect; nearly all actives have a fitted effect of over 60% in size
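Cells were seeded and rested 2 h, then exposed to compounds for 18-24 h. CellTiter-Fluor was read first as a viability measure. BugLite was added 15 min before the final luminescent read of ARE-luciferase activity in A549 cells.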
ATXN2 expr inh: ATXN2 expression inhibition. HEK-293 ATXN2-luciferase reporter, luminescence, 24 h. Potency, µM (highest dose often 57 µM), for inactives: top-dose activity change, negative = inhibition, most hits filed as inhibitors. 360,000 compounds, 0.72% hits; also: potency is read from the fitted curve at half-maximal effect; % is scaled to controls: 0 for no effect and ±100 for the full control effect; nearly all actives have a fitted effect of over 55% in size
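ATXN2-luciferase reporter cells (luciferase flanked by upstream and downstream ATXN2 gene portions) were treated 24 h at 37 °C with compounds at up to 57 uM. SteadyGlo luminescence gave expression; GF-AFC fluorescence gave viability.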
IL1B secr inh: inhibitors of inflammasome signaling (IL-1 beta secretion); THP-1 LPS/ATP IL-1B secretion, AlphaLISA, 16 h; hits give low values; activity change, % at 57.5 µM; 360,000 compounds, 4.7% hits; AID 743279; in the data active = activity change below about -50%; inconclusive = mostly about -30% to -49%; also: % is scaled to controls: 0 for no effect and ±100 for the full control effect
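Secreted IL-1B measured by AlphaLISA bead assay after 16 h compound exposure of THP-1 cells; compounds (final up to 57.5 uM) added 1 h before LPS (250 ng/mL) and ATP (1.25 mM) stimulation; lower signal means less secretion.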
Active calls of the source: *; i = inactive; ? = inconclusive; . = not tested or not shown; & = joins results of further samples; [ ] = remark or other dose. Unless noted, calls follow the shape of the dose curve; as a rule, active = well fitted curve in the direction sought with a large enough effect; inconclusive = small, poorly fitted or top-dose-only effect, or another doubt; inactive = no such curve, though single readings can be large; an effect the other way counts as inactive or inconclusive.

No.	canonical_smiles	TGFb inhibitor	Nrf2 activator	S2 tox	A549 tox	MCF10A rerep	HepG2 viability	Nrf2 inh	ATXN2 expr inh	IL1B secr inh
1	CN(C)c1ccc(C(=O)C(O)c2ccccc2Cl)cc1 (stereo unspecified)	-1%	4.2%	i	-25%	-11%	-4%	?	-22%	?
2	CCNC(=O)Cn1c(-c2cccs2)cc2ccccc21	-4%	5.4%	i	-25%	.	-3%	-20%	-1%	.
3	COc1cc(Cl)c(S(=O)(=O)NCCCN2CCOCC2)cc1Cl	1%	1.9%	i	-10%	14%	5%	-1%	-9%	10
4	CCCCOc1ccc(/C=c2\sc3ncnn3c2=O)cc1	-7%	0.0%	i	-11%	5%	-13%	-11%	-19%	3
5	Cc1ccc(C(=O)Nc2nnc(NC(=S)Nc3ccccc3)s2)cc1	-16%	2.6%	i	?	?	-35%	?	-3%	-20
6	O=C1CC(c2ccccc2)Sc2nc3ccccc3n21 (stereo unspecified)	-2%	?	i	4%	-2%	-3%	?	62%[activator]	-6
7	O=C1c2cccc([N+](=O)[O-])c2C(=O)N1C1CCCCC1	-15%	-1.1%	i	-6%	5%	-36%	?	-3%	-2
8	O=C(NCCc1nc2ccccc2n1Cc1ccccc1)c1ccco1	-16%	16%	.	-2%	.	-22%	3%	.	.
9	CCOC(=O)c1c(C)[nH]c(C(=O)OCC(=O)N2c3ccccc3CC2C)c1C (stereo unspecified)	-4%	2.3%	i	-2%	13%	-23%	?	-1%	?
10	O=C(Oc1ccc(-c2cnc3ccccc3n2)cc1)c1ccc(Cl)c([N+](=O)[O-])c1	37%[activator]	5.0%	i	0%	21%	20%	?	48%[activator]	9
11	Cc1cccc(C(=O)NNC(=O)CSc2nnc(C3CC3)n2C)c1	25%	-0.7%	i	16%	15%	-20%	8%	-7%	-11
12	CC(C)COc1ccc(C(=O)NCc2ccco2)cc1	14%	6.2%	i	-6%	3%	-22%	4%	38%[activator]	9
13	CN(c1ccc(F)cc1)S(=O)(=O)c1ccc(Cl)c(C(=O)OCC(=O)NC2CC2)c1	-16%	0.4%	i	1%	-4%	-1%	?	0%	8
14	O=C1CC(NCc2ccc3c(c2)OCO3)C(=O)N1CCc1ccccc1 (stereo unspecified)	1%	-0.2%	i	19%	14%	-10%	10%	8%	-14
15	COC(=O)c1ccccc1NC(=S)N(Cc1ccc2c(c1)OCO2)Cc1cc2ccc(OC)cc2[nH]c1=O	?	0.5%	i	7%	10%	-37%	-12%	-10%	5
16	CSc1nsc(SC)c1C(=O)Nc1ccc(Cl)cc1	-18%	?	i	10%	0%	-32%	-2%	.	-6
17	O=C(NC(=S)Nc1ncc(Br)cc1Br)c1ccccc1	-25%	?	i	-1%	5%	-25%	6%	23%	48
18	CC(C)(C)c1cc(NCCCn2ccnc2)n2ncc(-c3ccc(Cl)cc3)c2n1	?	6.1%	?	-2%[1.84 µM]	?	22µM*	-23%	?	-86*
19	COc1ccc(C(CNC(=O)c2ccc(S(=O)(=O)Nc3cccc(C)c3C)cc2)N2CCOCC2)cc1 (stereo unspecified)	-27%	4.0%	i	2%	8%	-17%	-20%	.	-14
20	O=C(/C=C/c1cccs1)c1ccc([N+](=O)[O-])cc1	13%	-0.3%	i	-3%	-1%	14%	-4%	-2%	-18
21	O=C(CN1CCC(Cc2ccccc2)CC1)NC(=O)NC1CCCCC1	-15%	-0.7%	i	6%	?	-9%	7%	-21%[11.3 µM]	-21
22	CN(C)c1ccc(C2=NOC(CN3C(=O)c4ccccc4S3(=O)=O)C2)cc1 (stereo unspecified)	2%	-0.3%	i	0%	16%	1%	?	62%[activator]	-20
23	O=C(NNC(=O)C1CCCCC1)c1ccc(Br)cc1	8%	4.1%	i	-2%	-2%	-52%	11%	.	-10
24	CCOC(=O)c1c(C)nc(C)c(C(=O)OCC)c1-c1ccc(OC)cc1	5%	0.3%	i	1%	-14%	0%	.	-18%	21
25	O=C(Nc1ccc(S(=O)(=O)N2CCCC2)cc1)C1CC(=O)N(CCc2ccccc2)C1 (stereo unspecified)	14%	-0.1%	i	.	.	2%	.	.	-6
26	O=C1CCC(=O)N1CN(C(=O)c1ccco1)c1ccccc1	-9%	0.0%	i	-2%	-1%	-15%	14%	-5%	18
27	O=C(c1cccc(S(=O)(=O)N2CCCCC2)c1)N1CCc2ccccc21	?	2.8%	i	11%	7%	-6%	-5%	-11%	-4
28	COc1ccc(/C=C(\C#N)c2nc3ccc(C)cc3[nH]2)cc1Oc1ccc(C(F)(F)F)cc1[N+](=O)[O-]	-1%	0.2%	.	-19%	23µM*	-9%	?	0%	51
29	CC(C)C(=O)Nc1ccc(Nc2ccccc2)cc1	1%	1.2%	i	-11%	12%	-29%	10%	15%	-10
30	CCOC(=O)C1=NN(c2ccccc2)C2=NC(C)=C(C(=O)OC)C(c3ccc(C)cc3)N12 (stereo unspecified)	-26%	-0.3%	i	1%	2%	8%	-11%	-1%	0
31	Cc1ccccc1CC1(CO)CCCN(Cc2ccccc2Cl)C1 (stereo unspecified)	-19%	0.7%	i	4%	?	-22%	2%	-1%	16
32	O=C(CSc1n[nH]c(-c2ccccc2)n1)NCCc1ccccc1	-13%	0.1%	.	-2%	.	-13%	.	.	.
33	O=[N+]([O-])c1cccc(S(=O)(=O)N/N=C\c2ccc3c(c2)OCO3)c1	2%	-1.2%	i	-4%	-2%	15%	5%	11%	7
34	O=C(O)Cn1cc(C(=O)C2CC2)c2ccccc21	-1%	2.5%	i	-13%[1.84 µM]	-19%	7%	2%	10%	0
35	C#CCNC(=O)C1=C[C@H](c2ccc(Br)cc2)[C@@H](CCCO)[C@H](OCC)O1	-19%	-0.1%	?	7%	-2%	-14%	-1%	-27%	13
36	O=C(NCCCCNC(=O)c1cccnc1Cl)c1cccnc1Cl	12%	0.4%	i	-5%	1%	16%	5%	2%	9
37	CCN(C(=O)CSc1nnnn1-c1ccc(Cl)cc1)C1CCS(=O)(=O)C1 (stereo unspecified)	-22%	-0.5%	i	7%	-1%	-4%	-5%	2%	-6
38	O=C(OC1CC2CC1[C@H]1CCCCN1C2=O)N1CCOCC1 (stereo partly specified)	.	0.2%	i	.	.	.	.	17%	8
39	COC(=O)C1=C[C@@H](C(=O)OC)[C@@H]2C3=C(C(=O)C2(C)C)[C@H](C)n2c(=O)n(C)c(=O)n2[C@@H]3C1	?	.	.	0%	.	-27%	-6%	.	.
40	CC1(C)C(=O)Nc2ccccc2N1C(=O)COC(=O)Cn1cnc2ccccc2c1=O	-6%	-0.8%	i	?	13%	5%	19%	1%	7

Only A549 tox, for some of the entries so far:
No. | SMILES | A549 tox
31 | Cc1ccccc1CC1(CO)CCCN(Cc2ccccc2Cl)C1 (stereo unspecified) | 4%
32 | O=C(CSc1n[nH]c(-c2ccccc2)n1)NCCc1ccccc1 | -2%

(list continues)
No.	canonical_smiles	TGFb inhibitor	Nrf2 activator	S2 tox	A549 tox	MCF10A rerep	HepG2 viability	Nrf2 inh	ATXN2 expr inh	IL1B secr inh
41	CC1(C)Oc2ccc(C(=O)NC3CC3)cc2N(CC(=O)N2CCOCC2)C1=O	-5%	-0.5%	.	-6%	-2%	-24%	3%	.	53
42	O=C(Cc1c(F)cccc1Cl)Nc1ccon1	-5%	0.0%	?	-5%[1.84 µM]	-1%	11%	-4%	-1%	-9
43	COc1ccc(Br)cc1/C=N/NC(=O)c1nc(-c2ccccc2)n2c1CCCCC2	-18%	0.2%	i	0%	-1%	-14%	?	-2%	-5
44	COCCNC(=O)C1Cc2c(ccc3ccccc23)O1 (stereo unspecified)	-8%	2.3%	i	-3%	1%	4%	?	6%	20
45	COCCn1c(SCC(=O)NCCc2ccc(OC)c(OC)c2)nc2c([nH]c3ccccc32)c1=O	0%	1.4%	i	4%	6%	-1%	1%	.	-5
46	Cc1cc2nc(-c3cccc(Br)c3)c(CC3CCCCC3)n2c(C)c1Br	.	?	i	.	.	.	.	8%	0
47	O=C(NCCN1C(=O)S/C(=C\c2cccnc2)C1=O)c1cc(S(=O)(=O)N2CCOCC2)ccc1F	3%	2.8%	i	13%	17%	-17%	2%	.	0
48	CC(O)(c1ccccc1)C(C(c1ccccc1)N1CCOCC1)N1CCOCC1 (stereo unspecified)	-8%	-0.7%	i	-19%	-2%	-1%	-16%	4%	2
49	O=C(Nc1nccs1)c1cc2cc(Cl)ccc2oc1=O	4%	0.0%	i	1%	-5%	5%	3%	.	0
50	CC(=O)c1ccc(NS(=O)(=O)c2ccc3ccccc3c2)cc1	-6%	0.4%	i	-5%	7%	2%	?	4%	3
51	CCC(=O)N1CCc2cc(S(=O)(=O)CCC(=O)N(C)c3ccc(OC)cc3)ccc21	?	-0.2%&-0.6%	i	-1%&13%	-3%	-2%&-2%	8%&8%	7%&6%	-21
52	COc1cccc(OCCn2ccnc2)c1	19%	0.3%	i	9%	2%	2%	.	15%	23
53	O=[N+]([O-])c1cccc(/C=N/n2c(-c3cccnc3)n[nH]c2=S)c1	-3%	25%	i	-3%	7%	-10%	-2%	-4%	23
54	COc1ccc(NC2=C(Cl)C(=O)N(c3ccccc3)C2=O)c(OC)c1	-4%	14%	i	-2%	11%	5%	1%	-5%	-22
55	COc1ccc2c(CNCc3cccs3)c(C(=O)O)n(Cc3ccccc3F)c2c1	?	4.2%	.	-17%	.	-23%	-19%	.	.
56	O=C(Cn1cnc2c(NCc3ccccc3)ncnc21)NCCCN1CCCC1=O	-23%	-1.0%	i	-12%	24%	-1%	12%	6%	12
57	O=C(NCCc1ccc(Cl)cc1)C1COc2ccccc2O1 (stereo unspecified)	16%	0.3%	i	6%	-8%	6%	7%	-25%	6

Screens deposited in PubChem by National Center for Advancing Translational Sciences (NCATS).
